# High-throughput results as filed in PubChem BioAssay.
# WRN inhibitor = blocks human WRN helicase. AID 651768. hit rate 0.46% among 360,000. Potency, µM (top dose mostly 114 µM), for the others: at the top dose activity change, negative = inhibition, hits mostly inhibitors. WRN helicase unwinding, fluorescent forked duplex, kinetic. Q14191; further: potency means the concentration at half of the fitted maximal effect; on the % scale 0 is the no-effect control and ±100 the full control effect; nearly all actives have a fitted effect of over 55% in size
#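 Kinetic fluorescence helicase assay: unwinding of a quenched forked DNA duplex (100 nM final) with 2 mM ATP final raises red fluorescence (525/598 nm). Compounds sat 15 min at room temperature with 20 nM WRN beforehand.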
# EPAC1 agonist = EPAC1 (human) agonism; O95398; EPAC1 agonist qHTS, biochemical assay; response scale: 100% = response to 6.5 mM cAMP; Potency, µM (series often up to 154 µM), without a hit: at the highest dose activation, most hits filed as activators; hit rate 0.073% among 360,000; further: potency means the concentration at half of the fitted maximal effect; nearly all actives have a fitted effect of over 60% in size
#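 Multi-concentration qHTS readout: loss of Rap1B-bound BODIPY-GDP fluorescence driven by 100 nM EPAC1 with excess GDP (50 uM), monitored kinetically at room temperature; agonist response expressed relative to 6.5 mM cAMP.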
# Abeta yeast res = A-beta toxicity reversal in yeast; yeast expressing A-beta42, growth rescue, OD600, 48 h; response scale: 0% DMSO, 100% iron-clioquinol control; Potency, µM (highest dose often 46.1 µM), for the others: at the highest dose growth rescue, actives largely listed as activators; hit rate 0.063% among 410,000; AID 1347071; further: potency means the concentration at half of the fitted maximal effect; nearly all actives have a fitted effect of over 55% in size
#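 Yeast growth medium received pinned compounds, then yeast cells expressing toxic A-beta were added; plates incubated at 30 C for 48 hr. Growth read as absorbance at 600 nm, normalized to DMSO and equimolar FeCl3 plus clioquinol controls.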
# PI5P4K alpha inh = inhibitors of human PI5P4K alpha. PI5P4Kalpha enzyme, ADP-Glo luminescence, 60 min; hits give low values. hit rate 1.2% among 330,000. AID 652105. P48426. max response, %; active means max response of -50% or lower; inconclusive means between -30% and -50%; inactive means -30% or higher; further: value at the top dose of about 77 µM; on the % scale 0 is the no-effect control and ±100 the full control effect
# Target sequence (P48426 whole entry, looked up): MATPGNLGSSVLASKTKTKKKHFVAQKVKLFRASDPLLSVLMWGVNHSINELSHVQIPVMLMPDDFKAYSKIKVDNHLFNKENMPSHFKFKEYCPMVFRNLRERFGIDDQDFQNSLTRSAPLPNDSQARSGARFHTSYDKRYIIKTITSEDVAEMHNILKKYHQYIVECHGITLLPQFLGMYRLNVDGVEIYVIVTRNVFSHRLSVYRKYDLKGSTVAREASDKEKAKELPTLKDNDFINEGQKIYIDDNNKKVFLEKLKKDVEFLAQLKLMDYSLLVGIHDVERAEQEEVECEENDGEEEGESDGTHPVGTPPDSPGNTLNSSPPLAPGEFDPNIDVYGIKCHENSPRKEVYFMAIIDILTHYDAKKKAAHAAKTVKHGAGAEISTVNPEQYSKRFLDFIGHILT
#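 Compounds were pin-transferred onto PI5P4Kalpha and substrate in HEPES pH 7.4 buffer with EGTA, CHAPS and 5% DMSO. ATP (5 microM final) started the reaction, which ran 60 minutes at room temperature before ADP-Glo detection.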
# PLK1 PBD block = blocks phosphopeptide binding to human PLK1 polo-box domain | AID 720504 | Potency, µM, for inactives: max response, negative = inhibition, most hits filed as inhibitors | P53350 | Plk1 PBD binding of FITC phosphopeptide, fluorescence polarization | hit rate 2.8% among 360,000; further: potency means the concentration at half of the fitted maximal effect; series mostly up to about 57 µM; on the % scale 0 is the no-effect control and ±100 the full control effect; nearly all actives have a fitted effect of over 65% in size
# Target sequence (P53350 whole entry, looked up, the tested form may be a part): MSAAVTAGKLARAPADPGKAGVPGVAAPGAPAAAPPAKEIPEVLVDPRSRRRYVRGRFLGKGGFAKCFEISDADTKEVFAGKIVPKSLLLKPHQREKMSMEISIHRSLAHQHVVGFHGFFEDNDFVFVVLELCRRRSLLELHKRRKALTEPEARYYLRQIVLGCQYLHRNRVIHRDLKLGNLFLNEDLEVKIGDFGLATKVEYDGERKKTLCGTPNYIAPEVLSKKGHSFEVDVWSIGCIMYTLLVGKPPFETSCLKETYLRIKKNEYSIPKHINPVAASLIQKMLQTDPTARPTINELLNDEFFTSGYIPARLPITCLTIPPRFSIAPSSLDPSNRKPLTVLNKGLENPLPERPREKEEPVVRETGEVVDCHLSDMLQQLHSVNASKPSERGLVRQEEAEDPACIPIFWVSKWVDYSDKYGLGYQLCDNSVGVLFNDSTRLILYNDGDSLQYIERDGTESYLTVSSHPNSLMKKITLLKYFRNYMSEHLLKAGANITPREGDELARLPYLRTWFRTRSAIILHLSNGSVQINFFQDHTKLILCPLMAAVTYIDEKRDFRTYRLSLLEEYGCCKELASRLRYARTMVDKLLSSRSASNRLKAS
# FUS yeast rescue = rescues growth of FUS-expressing yeast | Potency, µM (series often up to 76.6 µM), for the others: at the highest dose growth rescue (activation), usual class: activators | S. cerevisiae FUS-expressing, growth rescue, OD600, 24 h | hit rate 0.24% among 390,000;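 further: potency means the concentration at half of the fitted maximal effect; plate controls were DMSO vehicle for no effect and reference control for full effect; nearly all actives have a fitted effect of over 55% in size; some results filed as inactive show a strong effect at the top dose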
#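 FUS-expressing yeast, raffinose-pregrown, induced in 2% galactose minimal medium at OD 0.005; compounds in a dilution series, 24hr at 30C. Growth restoration read as absorbance at 600 nm. CP55940 positive control, DMSO negative.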
# IL-2 act = activates IL-2 in a cell-based reporter assay | IL-2 activation reporter assay, cell-based qHTS; stimulated with anti-CD3/CD4/CD28 beads; in transgenic mouse T cells | hit rate 0.065% among 360,000 | activation, % (series mostly up to about 46 µM); in the data active means activation above about 50%; inconclusive means mostly about 30% to 49%; further: 0% is about no effect
#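 Screening format: compound pinned onto unstimulated transgenic mouse T cells, 60 min incubation, then anti-CD3/anti-CD4/anti-CD28 bead stimulation for 18 hours at 37 degrees C, followed by EGFP and DsRed detection.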
# EPAC1 antag = antagonists of human EPAC1 | hit rate 0.14% among 360,000 | EPAC1 GEF assay, Rap1b-BODIPY-GDP exchange fluorescence | AID 720709 | Potency, µM (top dose mostly 115 µM), inactives show at the top dose activity change, negative = inhibition, usual class: inhibitors;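 further: potency means the concentration at half of the fitted maximal effect; plate controls were vehicle for no effect and positive control for full effect; nearly all actives have a fitted effect of over 50% in size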
# Starred values were filed as active, the others as inactive; ? = inconclusive; · = not tested or not shown; & = joins results of further samples; [ ] = remark or other dose. Unless noted, the call rests on the fitted dose curve; in most records, active means well fitted curve in the direction sought with a large enough effect; inconclusive means small, poorly fitted or top-dose-only effect, or another doubt; inactive means no such curve, though single readings can be large; an effect the other way counts as inactive or inconclusive.
SMILES,WRN inhibitor,EPAC1 agonist,Abeta yeast res,PI5P4K alpha inh,PLK1 PBD block,FUS yeast rescue,IL-2 act,EPAC1 antag
Cc1ccc(Cl)cc1NC(=O)COC(=O)C12CC3CC(CC(C3)C1)C2,-1%&-8%,0%&15%,?,8&15,-1%&-2%,1%&8%,2.4&-2.6,-9%&-1%
O=C(NCc1ccc(F)cc1)C(c1ccccc1)N(CC1CCCO1)C(=O)Cn1nnc2ccccc21 (stereo unspecified),0%,5%,15%,-1,-6%,20%,1.5,-23%
CCOC(=O)c1c(C)[nH]c(N=Nc2ccccc2Cl)c1C,-8%,0%,-23%,7,0%,39%,0.9,-8%
COc1ccc(N(CC(=O)Nc2cc(C)ccc2C)S(=O)(=O)c2ccccc2[N+](=O)[O-])c(OC)c1,-8%,14%,-5%,-24,12µM*,52%,-1.2,-11%
CCN(CC(=O)Nc1ccc(NC(C)=O)cc1)C(=O)c1cc2c(s1)CCCCC2,-1%,13%,10%,5,4%,17%,1.0,5%
O=C(NCCC1CCCCN1S(=O)(=O)c1ccc(Cl)cc1)C(=O)NCc1ccco1 (stereo unspecified),-2%,50µM*,10%,1,-4%,19%,-0.9,-6%
Cc1ccc(-c2nnc(CSc3nc(C(C)C)nc4sc(C)c(C)c34)o2)cc1,7%,-7%,-4%,1,-16%,0%,1.0,8%
COc1ccc2c(c1)c(C(C)=O)c(C)n2-c1ccccc1,-8%,16%,-25%,·,-13%,-3%,0.2,9%
COc1ccccc1NS(=O)(=O)c1ccc(C)c(C(=O)NC2CCN(Cc3ccccc3)CC2)c1,?,-6%,5%,-5,-16%,24%,-0.6,-18%
COc1cc(OC)cc(C(=O)N2CCN(c3ccccc3F)CC2)c1,0%,8%,7%,6,?,4%,-0.6,-5%

# Exported with two lines to a compound: entries from further up.
# Order of results – WRN inhibitor | EPAC1 agonist | Abeta yeast res | PI5P4K alpha inh | PLK1 PBD block | FUS yeast rescue | IL-2 act | EPAC1 antag
O=C(NCc1ccc(F)cc1)C(c1ccccc1)N(CC1CCCO1)C(=O)Cn1nnc2ccccc21 (stereo unspecified)
  0% | 5% | 15% | -1 | -6% | 20% | 1.5 | -23%
CCOC(=O)c1c(C)[nH]c(N=Nc2ccccc2Cl)c1C
  -8% | 0% | -23% | 7 | 0% | 39% | 0.9 | -8%
COc1ccc(N(CC(=O)Nc2cc(C)ccc2C)S(=O)(=O)c2ccccc2[N+](=O)[O-])c(OC)c1
  -8% | 14% | -5% | -24 | 12µM* | 52% | -1.2 | -11%
CCN(CC(=O)Nc1ccc(NC(C)=O)cc1)C(=O)c1cc2c(s1)CCCCC2
  -1% | 13% | 10% | 5 | 4% | 17% | 1.0 | 5%
O=C(NCCC1CCCCN1S(=O)(=O)c1ccc(Cl)cc1)C(=O)NCc1ccco1 (stereo unspecified)
  -2% | 50µM* | 10% | 1 | -4% | 19% | -0.9 | -6%

# (next part)
SMILES,WRN inhibitor,EPAC1 agonist,Abeta yeast res,PI5P4K alpha inh,PLK1 PBD block,FUS yeast rescue,IL-2 act,EPAC1 antag
O=C1C2C(C(=O)N1c1ccncc1)C1C=CC2C12CC2 (stereo unspecified),3%,-2%,-1%,-4,-6%,2%,2.0,8%
O=C(CN1CCN(Cc2ccc(F)cc2Cl)CC1)NCc1ccccc1,-6%,0%,1%,2,5%,-23%,0.2,-29%
CC(=O)Nc1ccc(S(=O)(=O)N(c2cccnc2)S(=O)(=O)c2ccc(NC(C)=O)cc2)cc1,-12%,-2%,-10%,·,-1%,41%,0.3,10%
COc1ccc([C@H]2CC(=O)C=C(c3ccc(-c4ccccc4)c(F)c3)C2)cc1,7%,-23%,-30%,8,0%,-1%,1.4,10%
O=C(CSc1ccc2nnc(-c3cccs3)n2n1)N1CCCC1,-17%,-6%,0%,0,-25%,2%,-0.6,6%
COc1ccc(OC)c(S(=O)(=O)N2CCCCC2C(=O)N2CCN(c3ccccn3)CC2)c1 (stereo unspecified),-3%,-1%,4%,0,?,·,-0.7,1%
COc1ccccc1NS(=O)(=O)c1ccc(NC(=O)c2ccncc2)cc1,10%,4%,-14%,-4,-7%,-15%,-3.5,-18%
CCc1cccc(CC)c1NC(=S)N1CCn2cccc2C1c1ccncc1 (stereo unspecified),-22%,5%,-8%,2,-8%,-6%,-3.6,-10%
CC12CCC(C/C1=N/OC(=O)c1cccc([N+](=O)[O-])c1)C2(C)C (stereo unspecified),-3%,-7%,-40%[inhibitor],-8,-1%,-10%,0.4,-5%
Cc1ccccc1CN1CCN(CC(=O)NCc2ccccc2)C1=O,-3%,-2%,13%,·,1%,-23%,-0.7,-1%
CC1CCN(C(=O)CSc2nnc(Cc3ccccc3)o2)CC1,5%,2%,-8%,1,-5%,-7%,0.9,-10%
Cc1cc(C(=O)Nc2nnc(C(F)(F)F)s2)no1,2%,4%,9%,·,-4%,-1%,0.8,-3%
Cc1nc(SCC(=O)Nc2cc(C)on2)c2c3c(sc2n1)CCCC3,-12%,9%,-21%,·,5%,22%,-1.4,-2%
CC1CC(C)CN(C(=O)COC(=O)c2ccc3c(c2)OCO3)C1 (stereo unspecified),-8%,8%,-1%,0,4%,-4%,0.4,-13%
N#Cc1c(Nc2ccccc2)c(C=NCCN2CCOCC2)c[nH]c1=O,-6%,1%,6%,-19,-7%,-11%,2.4,-10%
CC(=O)NCC(=O)OC(C(=O)c1ccccc1)c1ccc(Cl)cc1 (stereo unspecified),-6%,3%,9%,3,-2%,10%,0.6,8%
Cc1ccc(S(=O)(=O)N2CCC(C(=O)Nc3ccccc3N3CCCCC3)CC2)cc1,-7%,5%,-6%,·,-6%,15%,-0.7,7%
CC1=C(C)C(=O)C(CCCCC#CCCCC#CCO)=C(C)C1=O,-15%,-14%,-29%,?,?,28%,0.3,4%
O=C(c1cnn2cccnc12)N1CCN(Cc2ccc3c(c2)OCO3)CC1,3%,3%,9%,·,-6%,-1%,-1.8,15%
Cc1ccc(C)c(NC(=S)N2CCN(CCO)CC2)c1,-2%,-4%,-1%,-7,0%,-2%,-0.2,2%
COc1ccccc1NC(=O)N1CCCC(CNC(=O)c2ccccc2Cl)C1 (stereo unspecified),-1%,-4%,4%,0,-17%,8%,-3.1,-24%
Cc1ccc(NC(=O)OCc2cc(-c3ccccc3)on2)cc1,2%,-1%,5%,11,-7%,21%,0.5,?
N#C/C(=C/c1ccncc1)c1nc2ccccc2s1,-9%,-9%,-1%,-10,-9%,·,8.5,2%
O=C1CN(C(=O)COC(=O)CCc2ccccc2)c2ccccc2N1,-13%,-2%,1%,-10,6%,33%,-0.2,-3%
COc1ccc(/C(C)=N/NC2=NCCN2)cc1Cl,25%,8%,-6%,3,-5%,-2%,1.0,6%
CCn1ccnc1CNC(=O)CC1C(=O)NCCN1Cc1ccccc1F (stereo unspecified),0%,11%,-20%,0,-18%,3%,0.1,-4%
O=C1/C(=C/c2cccnc2)Sc2ccccc21,?,2%,2%,-15,?,8%,-0.2,-4%
N#C/C(=C/c1ccc(-c2ccccc2[N+](=O)[O-])o1)C(N)=O,-4%,15%,14%,0,2%,-14%,-0.2,-5%
O=C(C[C@@H]1C=C[C@H](NC(=O)Cc2ccccn2)[C@@H](CO)O1)NCCc1ccccc1,2%,13%,-2%,-2,-3%,-10%,0.0,3%
CCC1Oc2ccc(C)cc2N(CC(=O)N2CCCC2)C1=O (stereo unspecified),-3%,6%,-13%,1,-11%,-13%,5.9,-4%
COCCNc1ncnc2c1ncn2[C@H]1CN(Cc2ccc3c(c2)OCO3)C[C@@H](CO)O1,1%,1%,3%,-2,-2%,-4%,-0.1,-1%
O=C(O)C1C2C=CC(O2)C1C(=O)NC1CCCc2ccccc21 (stereo unspecified),-1%,-4%,-15%,2,-6%,9%,-0.5,25%
Nc1ccc(C(=O)OCC(=O)N2c3ccccc3Sc3ccccc32)cc1[N+](=O)[O-],-5%,2%,5%,7,-1%,·,1.3,-18%
O=C(NCCc1ccccc1)C1CCC(Cn2c(=O)c3ccccc3n(Cc3cccnc3)c2=O)CC1 (stereo unspecified),-26%,-2%,3%,5,-3%,13%,1.6,4%
C[C@@H]1CCCCO[C@@H](CN(C)S(=O)(=O)c2ccccc2)[C@@H](C)CN([C@H](C)CO)C(=O)c2cc(NS(=O)(=O)c3ccc(F)cc3)ccc2O1,-3%,-12%,4%,0,-15%,14µM*,-3.0,2%
CCc1ccc(-c2ccc(C(=O)C(F)(F)F)[nH]2)cc1,5%,-5%,12%,-1,1%,4%,-1.5,5%
COc1ccc(C(C#N)=C2C=CC(=NO)C=C2)cc1,-22%,-11%,-67%[inhibitor],-7,27µM*,-9%,19,-13%
CCn1c(O)c(C#N)c(C)cc1=O,-16%,-4%,-18%,-14,-6%,2%,3.6,-26%
CCC(C)(C)C1CCC2(CC1)NC(=S)N(c1ccccc1)N2 (stereo unspecified),-6%,11%,?,4,-9%,-3%,2.5,-4%
CC(C)N(C(=O)c1ccc(Cc2cn(C)c3ccccc23)nc1)C(C)C,-4%,-11%,-6%,-5,-16%,15%,-0.6,?
Cc1c(C(=O)N2CCCCCC2(C)C(=O)NCC(C)C)oc2ccccc12 (stereo unspecified),-2%,4%,-10%,3,-14%,17%,-0.6,-16%
O=C1CC(C(=O)N2CCN(c3ccccc3)CC2)CN1Cc1ccccc1 (stereo unspecified),-14%,-2%,-8%,-4,0%,·,-2.2,3%
COC(=O)C1C(c2ccccc2)NC(=O)NC1(O)C(F)(F)Cl (stereo unspecified),-7%,6%,3%,10,-2%,-10%,1.7,8%
CSc1ccc(C(=O)N2CCC(CCC(=O)NCc3ccc(F)cc3)CC2)cc1,4%,-7%,8%,-4,-6%,26%,-1.1,6%
Cc1ccsc1C(=O)N1CCC1(C)C(=O)NCC(C)(C)C (stereo unspecified),11%,4%,-18%,-1,-13%,-8%,-0.4,-18%
CCCCCn1c(CN2CCCCC2C)nc2c1c(=O)n(C)c(=O)n2C (stereo unspecified),6%,8%,-11%,·,-13%,19%,-1.2,-6%
O=c1ccc(N=Nc2ccccc2)ccc1O,4%[57.1 µM],19%,-94%[inhibitor],0,-20%,-12%,1.0,-24%
CC(C)(C)NC(=O)NC(=O)COC(=O)C1(C)CC1(Cl)Cl (stereo unspecified),-29%[57.1 µM],5%,-2%,0,-18%,10%,-2.6,-11%
Cc1ccc(NC(=S)NNC(=O)CSc2nnc(-c3ccc(Cl)cc3)n2C2CCCCC2)cc1,-9%,-13%,-2%,-8,-8%,·,-2.9,-25%
CC(OC(=O)C1=COCCO1)C(=O)NC1CCCCC1 (stereo unspecified),-3%,0%,2%,-4,-10%,-25%,-1.7,-4%
